# Compound activity (PubChem BioAssay)
# Bcl-XL Bim block = human Bim-Bcl-XL interaction inhibition. 190,000 tested, 0.04% active. Bim peptide-Bcl-XL binding, bead flow cytometry, fluorescence. inhibition, % at 10 µM. Q07817
# Target sequence (Q07817 whole entry, looked up): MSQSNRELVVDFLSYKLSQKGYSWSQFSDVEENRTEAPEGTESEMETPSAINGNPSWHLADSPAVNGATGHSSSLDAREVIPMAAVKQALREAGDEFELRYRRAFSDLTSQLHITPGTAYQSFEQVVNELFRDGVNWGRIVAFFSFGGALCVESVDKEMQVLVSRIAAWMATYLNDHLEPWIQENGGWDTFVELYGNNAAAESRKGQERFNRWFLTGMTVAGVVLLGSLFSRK
# Bcl-W Bim block = human Bim-Bcl-W interaction inhibition; 190,000 tested, 0.02% active; Q92843; inhibition, % at 10 µM; bead-based flow cytometry, Bim peptide-Bcl-W binding;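 note: 0% = bound tracer without compound and 100% = peptide blocker; higher means less fluorescent Bim peptide bound to Bcl-W beads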
# Target sequence (Q92843 whole entry, looked up): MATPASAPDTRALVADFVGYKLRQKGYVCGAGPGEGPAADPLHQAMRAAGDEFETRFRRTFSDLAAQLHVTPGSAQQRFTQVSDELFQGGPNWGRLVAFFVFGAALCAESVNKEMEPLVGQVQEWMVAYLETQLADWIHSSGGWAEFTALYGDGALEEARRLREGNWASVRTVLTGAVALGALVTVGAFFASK
# Bim-Bfl-1 = human Bim-Bfl-1 interaction inhibition; Bead-based flow cytometry, Bim-Bfl-1 binding inhibition; inhibition, % at 10 µM; AID 1008; 190,000 tested, 0.12% active;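 note: 0% = wells without compound plus tracer and 100% = blocker peptide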
# Rab7 wt GTP bind = modulators of GTP binding to dog Rab7 wildtype GTPase | 190,000 tested, 0.055% active | GST-Rab7 beads, fluorescent GTP binding, flow cytometry; actives lie on both sides; untreated = 100%, excess cold GTP = 0% | GTP binding activity (percent of control), % at 10 µM;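 active = fluorescent GTP binding to Rab7 beads changed by at least 20 points from the 100% baseline, either direction, mostly lower; inconclusive = compound itself probably fluorescent, or too few beads counted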;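 note: median green fluorescence of bound Bodipy-FL-GTP per Rab7 bead population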
# Rab2 wt GTP = changes GTP binding to wildtype dog Rab2A, up or down | GST-Rab2 wt beads, Bodipy-GTP binding, flow cytometry | GTP binding activity, % at 10 µM | 190,000 tested, 0.19% active | AID 760;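 active = GTP binding activity at least 20 points away from 100%, either lowered or raised; inconclusive = signal likely due to the compound's own green fluorescence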;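 note: 0% = beads with excess unlabeled GTP and 100% = no-compound control corrected for plate trend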
# Rac1 act GTP bind = alters GTP binding to activated mutant human Rac1 | percent activity (GTP binding), % at 10 µM | 190,000 tested, 0.11% active | GST-Rac1 activated beads, fluorescent GTP binding, flow cytometry; actives lie on both sides; 100% means binding = to untreated wells | P63000 | AID 764;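 active = GTP binding at least 20 percentage points away from the 100% baseline, in either direction, so actives lie on both sides; inconclusive = Compound likely fluorescent itself, or too few beads counted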
# Rac1 wt GTP bind = modulators of human Rac1 wildtype GTP binding. GST-Rac1 beads, fluorescent GTP binding, flow cytometry; actives lie on both sides; 0 = cold GTP competed, 100 = untreated. GTP binding activity (% of control), % at 10 µM. 190,000 tested, 0.27% active;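 active = GTP binding activity at least 20 points away from the 100% control level, either lower or higher; inconclusive = compound flagged as likely green fluorescent, judged across all proteins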
# Bcl-B Bim block = disrupts Bim peptide binding to human Bcl-B; bead-based flow cytometry; inhibition, % at 10 µM; 190,000 tested, 0.073% active; AID 951;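 note: 0% = tracer peptide without compound and 100% = reference inhibitor peptide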
# Target sequence (Q9HD36 whole entry, looked up): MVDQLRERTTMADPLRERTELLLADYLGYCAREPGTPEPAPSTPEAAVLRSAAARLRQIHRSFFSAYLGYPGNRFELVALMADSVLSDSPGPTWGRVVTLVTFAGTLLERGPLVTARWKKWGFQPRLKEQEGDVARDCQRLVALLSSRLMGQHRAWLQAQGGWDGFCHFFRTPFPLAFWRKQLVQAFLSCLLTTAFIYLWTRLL
# Bim-Bcl-2 = human Bim-Bcl-2 interaction inhibition | P10415 | Bead-based flow cytometry, Bim peptide-Bcl-2 binding | inhibition, % at 10 µM | 190,000 tested, 0.06% active; in the data active = inhibition above about 40%; inconclusive = no clear call, values can overlap the other calls;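 note: 0% = no compound wells with probe peptide and 100% = reference peptide inhibitor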
# Target sequence (P10415 whole entry, looked up): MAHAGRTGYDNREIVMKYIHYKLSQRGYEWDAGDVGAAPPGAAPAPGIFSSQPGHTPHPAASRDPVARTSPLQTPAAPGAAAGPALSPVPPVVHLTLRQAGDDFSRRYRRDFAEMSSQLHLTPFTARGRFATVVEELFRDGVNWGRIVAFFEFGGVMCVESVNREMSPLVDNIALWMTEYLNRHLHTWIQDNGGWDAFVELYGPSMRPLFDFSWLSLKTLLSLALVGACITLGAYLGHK
# HRas wt GTP bind = modulators of GTP binding to human HRas wildtype | 190,000 tested, 0.14% active | GTP binding activity, % at 10 µM | P01112 | AID 759 | GST-Ras wt beads, Bodipy-FL-GTP binding, flow cytometry; actives lie on both sides;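 active = GTP binding activity at least 20% away from the 100% baseline, either lowered as inhibitor or raised as activator; inconclusive = flagged as likely green fluorescent, judged across all proteins in the well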;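 note: 0% = unlabeled GTP competition control and 100% = no-compound control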
# Target sequence (P01112 whole entry, looked up): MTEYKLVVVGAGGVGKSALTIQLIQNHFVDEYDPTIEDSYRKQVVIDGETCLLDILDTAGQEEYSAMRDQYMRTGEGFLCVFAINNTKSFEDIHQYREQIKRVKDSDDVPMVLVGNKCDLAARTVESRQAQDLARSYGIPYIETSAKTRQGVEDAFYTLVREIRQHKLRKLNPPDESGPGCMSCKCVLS
# Cdc42 wt GTP = modulators (inhibitors or activators) of GTP binding to human Cdc42 wildtype | P60953 | GST-Cdc42 beads, Bodipy-GTP binding, flow cytometry; actives lie on both sides | percent activity (GTP binding), % at 10 µM | 190,000 tested, 0.2% active;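 active = percent activity GTP binding at least 20 points away from the 100% baseline, either down as inhibitor or up as activator; inconclusive = compound flagged as likely green fluorescent from well-wide comparison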;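 note: median bead fluorescence of bound Bodipy-FL-GTP at 100 nM; 0% = excess unlabeled GTP control and 100% = no compound control; below 100% means less GTP binding so inhibitor and above means activator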
# Active calls of the source: *; ? = inconclusive. Cut-off read from the data, not from the text of the source, unless noted: active = inhibition above about 40%.
SMILES,Bcl-XL Bim block,Bcl-W Bim block,Bim-Bfl-1,Rab7 wt GTP bind,Rab2 wt GTP,Rac1 act GTP bind,Rac1 wt GTP bind,Bcl-B Bim block,Bim-Bcl-2,HRas wt GTP bind,Cdc42 wt GTP
COc1ccc(C2Nc3ccccc3C(=O)N2NS(C)(=O)=O)cc1 (stereo not given),2,0,0,97,100,98,104,3,0,97,100
C=CCNc1nc(N2CCCCC2)c(C#N)c2c1CN(Cc1ccccc1)CC2,-3,-2,-1,98,101,98,100,1,-3,103,99
NCCCCCc1nnc(SCc2ccc(Cl)c(Cl)c2)o1,-3,-4,0,96,94,93,92,-4,-9,95,96
O=C(Nc1nc2c(s1)CCCC2)c1cccc(S(=O)(=O)N2CCCc3ccccc32)c1,-4,1,-18,100,100,100,102,-9,-25,101,97
Cc1cc2ncc(-c3cccc(Cl)c3)cn2n1,-1,-3,-3,94,96,97,97,-1,-1,93,100
CCOc1ccc2[nH]c(=O)c(C(c3nnnn3C3CCCCC3)N3CCN(CC)CC3)cc2c1 (stereo not given),-1,0,-4,94,97,95,97,0,-6,98,97
COC(=O)c1cc2c(ccn2-c2ccc(F)cc2)n1CC(C)C,0,0,0,102,105,99,103,-1,-2,103,103
COCCCNC(=O)Cn1cc2c(n1)CCC(C)C2 (stereo not given),-3,-2,-6,97,102,99,102,-4,-5,100,102
CC(=O)Nc1cccc(N2C(=O)CC(N3CCC(C(=O)N4CCCCC4)CC3)C2=O)c1 (stereo not given),0,3,-2,106,105,100,103,-1,-1,104,104
CN1CCN(C(c2cc3cc4c(cc3[nH]c2=O)OCCO4)c2nnnn2C2CCCC2)CC1 (stereo not given),-3,-3,-6,103,97,96,96,-8,-2,95,96
CN(C)/C=C/C(=O)C(F)(F)F,-4,-1,-4,98,100,97,102,-5,-2,100,103
Cc1cc(C)n2nc(SCCOc3ccc(F)cc3)nc2n1,23,9,0,100,74*,82,68*,12,7,73*,68*
Cc1occc(=O)c1OCc1c(F)cccc1Cl,-2,0,-4,106,96,95,101,-3,-1,101,95
CC1=C(C)C(c2ccccc2)NC(=S)N1 (stereo not given),-9,-1,5,100,97,98,102,-28,-3,102,99
COc1cccc(NC(=O)COC(=O)c2ccc(F)cc2F)c1,-6,-3,0,96,93,99,100,-8,-1,96,95
COc1ccc(S(=O)(=O)N2CCOCC2)c(Cl)c1Cl,-2,1,-1,102,98,98,96,-1,-1,97,98
CCC(C)(C)NC(=O)C(c1ccc(F)cc1)N(Cc1ccco1)C(=O)c1snc(C(N)=O)c1N (stereo not given),-3,-2,-2,99,101,97,98,-7,0,102,97
C/C(=N\NC(=O)C(=O)Nc1cccc(Cl)c1C)c1ccncc1,-1,1,1,100,97,100,105,0,0,100,103
COC(=O)CNC(=O)Cn1cnc2sc(C)c(S(=O)(=O)N3CCC(C)CC3)c2c1=O,-1,-1,-1,99,98,98,102,1,0,98,101
Cc1cc(=O)oc(C)c1C(=O)N1CCN(c2ccc(F)cc2)CC1,-5,0,-19,100,102,98,104,-7,-9,101,101
O=C(CN1CCN(Cc2ccccc2)CC1)Nc1ccc(Cl)cn1,2,5,-12,102,100,97,104,-3,-3,103,97
CCOc1cc(-c2conc2N)cc(OCC)c1OCC,-8,0,-12,102,97,96,103,-6,0,99,100
COc1cc(C(=O)Nc2sc3c(c2C#N)CCN(C(C)=O)C3)cc(OC)c1OC,-6,-3,-5,103,103,101,107,-7,-5,102,101
Cc1nnc(NC(=O)CSc2nnc3scc(-c4ccc(C)c(C)c4)n23)s1,1,0,0,96,98,98,98,-2,-2,98,97
CC(=O)Nc1nc(CC(C)C)cc2c1c(=O)oc1ccccc12,-1,-1,0,?,?,?,?,1,2,?,?
Cc1oc(-c2ccccc2Cl)[n+]([O-])c1C,-1,0,-15,103,100,97,100,-12,-14,100,103
CN1CCN(C(=O)CN(C)S(=O)(=O)c2ccc3ccccc3c2)CC1,0,-1,-6,102,101,97,100,-2,-1,99,102
Cc1ccc(CN2CC(C(=O)O)CC2=O)cc1 (stereo not given),-10,-3,-14,103,101,98,100,-10,-13,101,101
Cc1cccc(C(=O)NC2CC3CCCC(C2)N3C(=O)NC2CCCCC2)c1 (stereo not given),-8,-4,-9,96,97,101,102,-5,-5,98,97
O=C(/C=C/c1ccc(F)cc1)N1CCCN(C(=O)/C=C/c2ccc(F)cc2)CC1,-8,-6,-5,98,98,101,103,-7,-3,98,102
Cc1ccc(NC(=O)CCN2C(=O)OC(C)(C)C2(C)O)cc1 (stereo not given),0,-1,-3,102,94,92,90,-5,0,97,90
CCN(CC)C(=O)COC(=O)c1ccc(C)c(NC(=O)c2ccco2)c1,0,1,-1,94,95,95,94,3,2,93,95
OCCC1CN(Cc2cccn2-c2nccs2)CCN1C1CCCCC1 (stereo not given),-5,-3,-7,97,100,97,98,-4,-2,95,96
O=c1c(Cc2ccc(F)cc2)c(O)ccn1Cc1ccc(Cl)cc1Cl,0,-1,-13,101,102,99,104,-8,-7,103,102
COC(=O)[C@H](C)NC(=O)Nc1cc(Cl)ccc1C,-4,0,-7,102,101,101,106,-5,-6,102,102
Cc1ccc2c(NC(=O)C3CC3)cccc2n1,-2,-1,-12,97,97,97,99,-7,-5,98,100
COc1ccc(NC(=O)/C=C/c2ccc(OC)c(OC)c2)cn1,1,-3,1,103,95,95,94,0,0,96,92
Cc1ccc(S(=O)(=O)Nc2ccccc2CNc2ccccn2)cc1,-9,-5,-13,99,100,99,101,-11,-8,102,97
COC(=O)c1ccc(Cl)c(S(=O)(=O)N2CCCC2)c1,0,3,7,103,97,92,91,-1,2,94,90
Cc1scc(C(=O)Nc2ccon2)c1-c1ccccc1,0,2,-2,97,97,97,99,0,0,100,100
CS(=O)(=O)N(CC(=O)NCc1ccc2c(c1)OCO2)Cc1ccccc1,-5,-1,-13,98,101,101,102,-3,-4,98,98
C=CCNC(=O)c1onc(CSc2ccccc2F)c1C(=O)O,-15,-3,-12,96,93,93,95,-5,-8,95,95
COCCNC(=O)C(c1ccc(O)cc1)N(C(=O)CCC(=O)Nc1nccs1)c1ccc(C)cc1 (stereo not given),-2,-3,-4,103,100,95,100,-5,-3,98,99
CC(C)Oc1cccc(C(=O)C2CCCN(C(=O)c3ccnn3C)C2)c1 (stereo not given),-4,-4,-6,96,98,96,99,-3,-2,96,101
COc1cc(O)oc1C=Nc1ccc(C(F)(F)F)cc1,0,0,0,102,100,100,102,0,0,100,102
COc1ccc2[nH]c(=O)c(CN(Cc3nnnn3Cc3ccco3)C3CCCCC3)cc2c1,0,-1,2,94,98,98,100,-2,0,100,100
COc1ccc(OC)c(NC(=O)C(CC(C)C)NC(=O)C2CCCCC2)c1 (stereo not given),-8,-2,-17,95,101,102,102,-8,-7,98,102
COc1ccc(/C=N/NC(=O)c2ccncc2)cc1[N+](=O)[O-],0,1,-5,97,93,96,96,0,-4,92,95

# As a working copy, part of the list above.
SMILES,Bcl-XL Bim block,Bcl-W Bim block,Bim-Bfl-1,Rab7 wt GTP bind,Rab2 wt GTP,Rac1 act GTP bind,Rac1 wt GTP bind,Bcl-B Bim block,Bim-Bcl-2,HRas wt GTP bind,Cdc42 wt GTP
COC(=O)CNC(=O)Cn1cnc2sc(C)c(S(=O)(=O)N3CCC(C)CC3)c2c1=O,-1,-1,-1,99,98,98,102,1,0,98,101
Cc1cc(=O)oc(C)c1C(=O)N1CCN(c2ccc(F)cc2)CC1,-5,0,-19,100,102,98,104,-7,-9,101,101

# The listing continues.
SMILES,Bcl-XL Bim block,Bcl-W Bim block,Bim-Bfl-1,Rab7 wt GTP bind,Rab2 wt GTP,Rac1 act GTP bind,Rac1 wt GTP bind,Bcl-B Bim block,Bim-Bcl-2,HRas wt GTP bind,Cdc42 wt GTP
COc1ccc(NC(=O)CSC2=NC(=O)CC(C)=N2)cc1,-15,0,-14,97,98,97,98,-10,-15,99,99
CC(=O)Nc1cccc(-c2nc3ccccc3s2)c1,-1,-3,-9,94,93,94,99,-4,-6,94,92
O=Cc1cccn1-c1ccc(O)cc1,-4,-2,-5,105,100,95,98,-1,-3,97,95
Cc1cccc(NC(=O)CCSc2nnc(Cc3ccccc3)o2)c1,-4,-3,-8,97,97,100,101,-5,-2,99,100
C/C(CC(=O)Nc1ccc(OCc2ccccc2)cc1)=N\NC(=O)C(=O)Nc1cccc(C)c1,-3,-1,0,91,93,99,102,-4,-6,96,98
O=C(NCc1ccncc1)c1ccc(Cl)c(S(=O)(=O)N2CCCCC2)c1,-3,0,-6,96,95,95,99,-6,-4,94,97
CCNC(=O)CSc1nnc(-c2cccs2)o1,3,0,1,93,95,92,92,3,0,95,93
O=Cc1ccccc1Oc1ccccc1,0,2,0,104,99,97,102,-3,0,100,99
COC(=O)c1c(NC(=O)C2CC2)sc2c1CCN(C(C)=O)C2,-3,2,-11,105,98,99,102,-6,-9,98,101
CCOc1ccc(CN(C)CC(=O)Nc2cccc3ccccc23)cc1OC,-3,-4,-5,102,96,93,101,-2,-3,97,96
COc1cc(CC(=O)Nc2ccc(Cl)c(C(F)(F)F)c2)cc(OC)c1OC,-9,-3,-3,98,98,97,105,-6,-6,100,100
O=C(O)c1cc(-c2ccc(N3CCOCC3)cc2)nn1-c1ccccc1Cl,-3,0,0,106,98,94,97,-3,0,96,95
COCc1cc(/C=N\NC(=O)COc2ccc(Cl)cc2)ccc1OC,-7,-4,-6,100,100,98,103,-13,-16,101,101
Cn1c(Cl)c(/C=N/OC(=O)c2cccc(Cl)c2)c2ccccc21,-3,-6,0,100,96,98,98,0,-6,96,97
COc1ccc(-c2nc(NC(C)=O)sc2-c2ccccc2)cc1,0,0,-3,94,93,91,92,-2,0,93,92
S=C(NCc1ccccc1)NC1CCCCC1,-2,-1,-10,99,98,95,99,-4,0,95,96
O=C(CSc1nc2ccccc2s1)Nc1cc(S(=O)(=O)N2CCOCC2)ccc1O,16,17,17,97,100,97,100,14,18,99,101
O=C(N(c1ccccn1)c1ccccn1)C12CC3CC(CC(C3)C1)C2,0,-1,-8,105,101,95,101,0,-5,99,98
COc1ccc(CCNC(=O)CCNS(=O)(=O)c2cccc3nonc23)cc1OC,-7,0,-14,101,100,101,103,-8,-10,101,104
CCCCc1c(O)c2ccccc2n(CCCC)c1=O,0,0,0,96,96,100,101,2,3,98,97
CC1(C)[N+]([O-])=C2C(=[N+]([O-])C1(C)C)c1ccccc1/C2=N\O,-1,-6,-6,95,97,96,98,-9,-4,98,100
COc1ccccc1CNC(=O)c1ccc(CNc2c(N3CCCC3)c(=O)c2=O)cc1,-5,-1,-8,100,102,102,110,-6,-6,102,103
Cc1cc2ncc(-c3ccc(Cl)cc3)cn2n1,-1,2,-1,96,102,100,102,0,0,101,99
Cc1ccc(CNC(=O)C(NS(=O)(=O)c2cccs2)C(C)C)cc1 (stereo not given),-4,0,-11,101,98,96,99,-5,-4,100,100
COC(=O)COc1ccc(S(=O)(=O)Nc2ccc3c(c2)OCO3)cc1,10,5,-10,?,?,?,?,-8,-9,?,?
